# M. tuberculosis: growth inhibition of non-replicating M. tuberculosis (AID 488890); Mycobacterium tuberculosis non-replicating, growth inhibition; higher % means a stronger effect; inhibition, % at 25 µM; hits with a dose series show IC50 in µM; hit rate 0.39% among 320,000; in the data active means a potency from the dose series; inconclusive means inhibition mostly from about 82% at the one dose, without a potency; inactive means the rest, 99 in 100 with inhibition below about 76%;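 further: plate controls were DMSO cells for no effect and high antibiotic wells for full effect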
# Salmonella PhoP GFP: Inhibition of PhoP regulon, Salmonella typhi GFP reporter cells, confirmation, 4 h (AID 1850); Salmonella Typhi PhoP-promoter GFP reporter, fluorescence, 4 h; higher % means a stronger effect; hit rate 0.33% among 310,000; inhibition, % at 50 µM, or IC50 in µM where a hit was titrated; in the data active means a potency from the dose series; inconclusive means inhibition mostly from about 25% at the one dose, without a potency; inactive means the rest, 99 in 100 with inhibition below about 19%;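 further: 0% = induced wells with vehicle and 100% = uninduced wells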
# M. tuberculosis HTS: M. tuberculosis growth inhibition, HTS (AID 449762); M. tuberculosis H37Rv growth inhibition, 7H9 media; higher % means a stronger effect; one-dose inhibition, % at 25 µM; IC50 in µM for titrated hits; hit rate 0.59% among 330,000; in the data active means a potency from the dose series; inconclusive means inhibition above about 70% without an active follow-up result;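 further: bacterial growth assessed after seven days of incubation; strong numbers were not always called active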
# influenza NS1A: NS1A inhibition, H1N1 influenza, cell based functional assay (AID 504329) | NS1A functional cell-based assay, percent inhibition; higher % means a stronger effect | inhibition, % at 12.5 µM; hits with a dose series show IC50 in µM | hit rate 0.3% among 340,000; in the data active means a potency from the dose series; inconclusive means inhibition above about 27% without an active follow-up result; further: strong numbers were not always called active
# VEEV TC-83 Vero: inhibitors of VEEV TC-83 cytopathic effect, confirmation, Vero cells (AID 588727). inhibition, % at 20 µM, or IC50 in µM where a hit was titrated. hit rate 0.13% among 350,000. Vero cells, VEEV TC-83 cytopathic effect inhibition; higher % means a stronger effect; in the data active means a potency from the dose series; inconclusive means inhibition mostly from about 14% at the one dose, without a potency; inactive means the rest, 99 in 100 with inhibition below about 12%; further: strong numbers were not always called active
# VEEV TC-83 Vero 10K pilot screen: recorded beside VEEV TC-83 Vero, whose call it bears; inhibition, %; measured here: 10K pilot screen inhibition
# * marks the source's active call; other numbers are inactive results; i = inactive; ? = inconclusive; nt = not tested or not shown. The order is random. About 1.4% of those tested had a hit in this group.
SMILES,M. tuberculosis,Salmonella PhoP GFP,M. tuberculosis HTS,influenza NS1A,VEEV TC-83 Vero,others
C=CCN1C=C2C(=O)C(C)(OC(=O)CCc3ccccc3)C(=O)C=C2C=C1c1ccc(C#N)cc1 (stereo not given),13%,6%,19%,2%,0.5%,
Cc1n[nH]c(C)c1S(=O)(=O)N1CCCC(C(=O)Nc2ccc3c(c2)OCCO3)C1 (stereo not given),13%,11%,-3%,nt,nt,
COc1cc(OC)cc(C(=O)NC(C(=O)Nc2ccc3c(c2)OCCO3)C(C)C)c1 (stereo not given),22%,nt,-9%,4%,i,
CC(C)CCNC(=O)C1CCN(S(=O)(=O)c2ccc3c(c2)CC(C)N3C(=O)C2CCC2)CC1 (stereo not given),8%,-4%,7%,-1%,2.9%,
Cc1ccccc1C(=O)Nc1ccc2c(c1)OCO2,-2%,-32%,9%,-5%,0.2%,
CCC(C(=O)NC1CCCC1)N(C(=O)Cn1nnc(-c2ccc(C)o2)n1)c1cccc(O)c1 (stereo not given),18%,-14%,7%,5%,10%,
COc1ccc(/C=C2/SC(=O)N(CCC(=O)Nc3ccccc3C(=O)O)C2=S)cc1,10%,-17%,10%,-11%,5.2%,
COc1ccc(-n2c3c(c(=O)[nH]c2=O)C(C(F)(F)F)(C(F)(F)F)N=C(CC(C)C)N3)cc1,17%,-3%,-3%,2%,i,VEEV TC-83 Vero 10K pilot screen=2.6
CC(=O)c1[nH]c(C)c(C(C)=O)c1C,-8%,1%,-12%,8%,0.6%,
Cc1c(C(=O)Nc2c3c(nn2C(C)(C)C)CS(=O)(=O)C3)cccc1[N+](=O)[O-],4%,2%,4%,6%,1.0%,
Cc1ccc(C(=O)Cn2cccn2)cc1,2%,7%,1%,-4%,0.4%,
COc1ccc(N2CCN(c3ccc(C(N)=O)cc3[N+](=O)[O-])CC2)cc1,0%,3%,0%,1%,1.0%,
CC1CCCN(S(=O)(=O)c2ccc(C(=O)Nc3ccccc3-c3nc4ccccc4[nH]3)cc2)C1 (stereo not given),-16%,-2%,4%,-1%,1.2%,
COc1ccc2[nH]cc(C(=O)CN(C)C)c2c1,2%,14%,-5%,4%,i,
Cc1ccc(S(=O)(=O)NCC(=O)OCC(=O)N(Cc2ccccc2)C(C)(C)C)cc1,-14%,-8%,-6%,-9%,1.1%,
Cc1ccc(OCCC(=O)OCC(=O)N2CCN(S(=O)(=O)c3ccc(C)cc3)CC2)cc1,23%,-1%,3%,-1%,1.9%,
Cc1ccc(-c2nnc(-c3cccc(NC(=O)c4cccs4)c3)o2)cc1,21%,0%,-4%,16%,?,
CC(C)(C)c1cc(C(=O)O)nn1-c1ccccc1,1%,7%,-2%,-4%,4.9%,VEEV TC-83 Vero 10K pilot screen=0.2
COc1ccc(CCNC(=O)COC(=O)/C=C/c2ccc(OC)cc2OC)cc1,13%,nt,0%,-22%,2.5%,
CC(=O)Nc1nc(NC(=O)/C=C/c2ccccc2)n(-c2ccccc2)n1,?,-10%,?,22%,2.1%,
O=[N+]([O-])c1ccc(NC(=S)N2CCc3ccccc32)cc1,?,0%,-3%,9%,1.3%,
Cc1nc2ccc(C(C(F)(F)F)(C(F)(F)F)C(F)(F)F)cc2[nH]1,19%,2%,-4%,-12%,2.7%,
Cc1ccccc1C(=O)NCCNC(=O)c1ccccn1,-3%,17%,5%,4%,6.9%,
CC(=O)c1ccc(OCCCC(=O)NC2CCCCC2C)cc1 (stereo not given),26%,-4%,5%,4%,0.3%,
CS(=O)(=O)c1nc(S(=O)(=O)c2ccc(Cl)cc2)c(NCCCN2CCOCC2)s1,-10%,2%,3%,3%,i,

# Sorted by number of heavy atoms (highest first): part of the list above
SMILES,M. tuberculosis,Salmonella PhoP GFP,M. tuberculosis HTS,influenza NS1A,VEEV TC-83 Vero,others
C=CCN1C=C2C(=O)C(C)(OC(=O)CCc3ccccc3)C(=O)C=C2C=C1c1ccc(C#N)cc1 (stereo not given),13%,6%,19%,2%,0.5%,
CCC(C(=O)NC1CCCC1)N(C(=O)Cn1nnc(-c2ccc(C)o2)n1)c1cccc(O)c1 (stereo not given),18%,-14%,7%,5%,10%,
COc1ccc(-n2c3c(c(=O)[nH]c2=O)C(C(F)(F)F)(C(F)(F)F)N=C(CC(C)C)N3)cc1,17%,-3%,-3%,2%,i,VEEV TC-83 Vero 10K pilot screen=2.6
COc1ccc(/C=C2/SC(=O)N(CCC(=O)Nc3ccccc3C(=O)O)C2=S)cc1,10%,-17%,10%,-11%,5.2%,
COc1ccc(CCNC(=O)COC(=O)/C=C/c2ccc(OC)cc2OC)cc1,13%,nt,0%,-22%,2.5%,
CC(=O)Nc1nc(NC(=O)/C=C/c2ccccc2)n(-c2ccccc2)n1,?,-10%,?,22%,2.1%,
CC(=O)c1ccc(OCCCC(=O)NC2CCCCC2C)cc1 (stereo not given),26%,-4%,5%,4%,0.3%,
Cc1ccccc1C(=O)NCCNC(=O)c1ccccn1,-3%,17%,5%,4%,6.9%,
Cc1ccccc1C(=O)Nc1ccc2c(c1)OCO2,-2%,-32%,9%,-5%,0.2%,
CC(C)(C)c1cc(C(=O)O)nn1-c1ccccc1,1%,7%,-2%,-4%,4.9%,VEEV TC-83 Vero 10K pilot screen=0.2
CC(=O)c1[nH]c(C)c(C(C)=O)c1C,-8%,1%,-12%,8%,0.6%,

# (listing goes on)
SMILES,M. tuberculosis,Salmonella PhoP GFP,M. tuberculosis HTS,influenza NS1A,VEEV TC-83 Vero,others
CC(=O)Nc1ccc(C(=O)OCC(=O)N(c2ccccc2)C2CCS(=O)(=O)C2)cc1 (stereo not given),-3%,nt,-8%,-16%,1.1%,
COc1ccc(CN2C(=NC(=O)C3CC3)SC3CS(=O)(=O)CC32)cc1 (stereo not given),-1%,4%,-1%,-3%,2.5%,
Cc1ccc(Cl)cc1N1CCN(C(=O)C2CCC(=O)N(C3CCCCCC3)C2)CC1 (stereo not given),30%,-5%,19µM*,-10%,3.5%,
CCOC(=O)/C=c1\s/c(=C\c2ccc3c(c2)OCCO3)c(=O)n1CC(=O)NCC1CCCO1 (stereo not given),-5%,-6%,-6%,10%,3.3%,
CCOC(=O)N1CCN(Cc2nc3c(c(=O)n(C)c(=O)n3C)n2Cc2ccc(F)cc2)CC1,-11%,-4%,-2%,-3%,8.2%,
Cc1cccc(OCc2nnc(SCC(=O)c3cccs3)n2C)c1C,20%,2%,-4%,-8%,2.9%,
OCCC1CN(Cc2nc3c(s2)CCCC3)CCN1Cc1ccsc1 (stereo not given),20%,5%,4%,-3%,0.6%,
CC(=O)c1c(C)[nH]c(C(=O)CSc2nnc(-c3ccccc3)n2Cc2ccc3c(c2)OCO3)c1C,-8%,4%,-7%,-27%,1.2%,
COc1ccc(C(=O)/C=C/c2ccc(N(C)C)cc2)c(OC)c1,31%,-15%,51%,-18%,2.7%,
CC(C)(C)NC(=O)CCC1COc2ccccc2O1 (stereo not given),-7%,-3%,1%,4%,2.6%,
Cc1cc(S(=O)(=O)N2CCOCC2)ccc1OCC(=O)NCCCn1ccnc1,-9%,2%,-2%,9%,0.4%,
O=C(CCc1c[nH]c2ccccc12)NCc1ccco1,4%,-6%,10%,0%,0.4%,
N#Cc1c(Cn2cncn2)nc(=O)n(-c2ccc(Cl)cc2)c1N,-5%,1%,0%,-3%,i,
Cc1cccc(NC2=NC3(CCCCC3)N=C(N)N2)c1C,29%,1%,-1%,10%,1.0%,
O=C(CN1CCCc2ccccc21)N/N=C/c1ccccc1O,14%,1%,2%,-8%,12%,
Cc1cc(NC(=O)CCC(=O)N(CCC(C)C)C(C(=O)NC2CCCC2)c2ccccc2C)no1 (stereo not given),9%,-2%,2%,-14%,0.7%,
CCN(CC)CC(=O)NCC1(c2ccccc2)CCOCC1,5%,-4%,-6%,5%,2.1%,
C(=N\Nc1nc(N2CCCCC2)nc(N2CCCCC2)n1)/c1c[nH]c2ccccc12,20%,-6%,6%,21%,8.1%,
CC[n+]1c(/C=C/Nc2ccccc2)oc2ccccc21,68%,15%,7%,1%,1.9%,
COc1ccc(C2CC(c3ccccc3)=NN2C(=O)c2ccc(F)cc2)cc1 (stereo not given),8%,-14%,1%,4%,0.1%,
CC1CCCC(NC(=O)CN2C(=O)NC(C)(c3cc(F)ccc3F)C2=O)C1C (stereo not given),2%,nt,0%,-8%,0.1%,
COC(=O)Nc1ccc(S(=O)(=O)Nc2cccc3ccccc23)cc1,0%,6%,-3%,3%,i,
Cc1nc(NC(=O)c2ccccc2)sc1C,-9%,-3%,0%,-2%,0.2%,
O=C(O)c1cnc(-c2ccccc2)nc1Sc1ccc(Cl)cc1Cl,68%,-11%,-8%,15%,0.9%,
CCOC(=O)C1CC(C)=C(C)CC1C(=O)O (stereo not given),-14%,-7%,5%,-3%,i,
# (further entries)
SMILES,M. tuberculosis,Salmonella PhoP GFP,M. tuberculosis HTS,influenza NS1A,VEEV TC-83 Vero,others
CC(C)(C)OC(=O)C1C(=O)CC(C)(O)C(C(=O)OC(C)(C)C)C1c1cccnc1 (stereo not given),-9%,-7%,2%,14%,0.7%,
CC(CCc1ccccc1)C(=O)NO (stereo not given),-3%,4%,6%,-17%,4.1%,
Cc1ccc(C(OC(=O)c2ccco2)C(=O)NC(C)(C)C)cc1 (stereo not given),1%,0%,-1%,-4%,0.7%,
O=C(NCc1ccc2c(c1)OCO2)C1CCN(S(=O)(=O)c2ccc(Br)s2)CC1,33%,-8%,10%,3%,0.8%,
COC(=O)C1=C(C)N(CCCC(=O)O)C(=O)NC1c1ccc(C#N)cc1 (stereo not given),-9%,7%,-4%,-24%,0.8%,
COc1ccc(OC)c(N=c2oc3cc(O)ccc3cc2C(N)=O)c1,-1%,-38%,-10%,0%,3.1%,
CN(C1=C(N2CCCCC2)C(=O)c2ccccc2C1=O)c1ccccc1,39%,19%,7%,6.9µM*,i,
O=C(CCN1C(=O)/C(=C/C=C/c2ccccc2)SC1=S)Nc1cccnc1,5%,-2%,0%,-8%,i,
CCC(=O)NC(Nc1sc2c(c1C(=O)OC)CCN(C)C2)(C(F)(F)F)C(F)(F)F,-4%,5%,-11%,3%,6.0%,
CCNC(=O)C(=O)NCC1OCCCN1S(=O)(=O)c1cccs1 (stereo not given),-10%,0%,5%,-6%,1.7%,
Fc1ccc(Nc2nnc(C(F)(F)F)s2)cc1,31%,-2%,-3%,-24%,0.3%,
COc1ccc(CCN(C)C(=O)C2CCCN(C3CCN(Cc4ccccc4)CC3)C2)cc1OC (stereo not given),-6%,10%,1%,4%,i,
COc1cc(C=O)ccc1OCc1ccccc1Br,21%,-7%,6%,-12%,i,
CCOC(=O)c1sc2nc(C)c([N+](=O)[O-])c(COC)c2c1N,nt,5%,-1%,-1%,0.3%,
Cc1ccc(CNc2nc(-c3cccs3)nc3ccccc23)cc1,27%,-5%,?,2%,i,
O=C(c1ccc([N+](=O)[O-])cc1)n1nc(-c2ccccc2)nc1NCc1ccc(F)cc1,38%,0%,8%,2%,0.9%,
O=C(CCOc1ccccc1)Nc1cccc(S(=O)(=O)Nc2ccccc2Cl)c1,25%,2%,10%,12%,1.2%,
CC1(C)NC(=O)N(CC(O)CN(c2ccccc2)S(=O)(=O)c2ccc([N+](=O)[O-])cc2)C1=O (stereo not given),25%,-16%,-2%,22%,0.6%,
O=C(CN(C(=O)Cn1nnc(-c2cccs2)n1)c1cnc2ccccc2c1)NCC1CCCO1 (stereo not given),3%,13%,4%,1%,0.3%,
O=C1CCC(=O)N1c1nc2nc(-c3ccccc3)cc(-c3ccccc3)n2n1,14%,9%,-3%,22%,1.1%,
CCc1nnc(NS(=O)(=O)c2ccc(NC(=S)NC(=O)c3ccc(OC)cc3)cc2)s1,39%,7%,7%,11%,1.0%,
Cn1c(N2CCOCC2)nc2c1c(=O)n(Cc1ccc(Cl)c(Cl)c1)c(=O)n2C,18%,-2%,2%,-2%,4.4%,
COCCNc1oc(-c2ccc(C)cc2)nc1C#N,3%,-2%,3%,-3%,1.8%,
O=c1[nH]c(=S)n(C2CC2)c(O)c1/C=N/Nc1cccc2ccccc12,12%,-3%,-1%,0%,i,
CCOC(=O)/C(=C\c1ccc([N+](=O)[O-])cc1)C(=O)c1cc(C(C)=O)c(Nc2ccccc2)s1,19%,-9%,4%,2%,0.9%,
Cc1ccc(CN2C(=O)N/C(=C\c3ccc(-c4ccc(C(=O)O)cc4C)o3)C2=O)cc1,10%,0%,37%,-14%,5.9%,
C=CCN1C(=O)CSc2ccc(C(=O)NCCC3=CCCCC3)cc21,29%,3%,-1%,16%,0.9%,
CC(=O)c1nn(-c2cccc(Br)c2)cc1C(=O)c1ccc(Br)cc1,-8%,-13%,-5%,-17%,4.0%,
CCOc1ccc(/C=C(\C#N)C(=O)Nc2ccccn2)cc1,75%,-10%,0%,3%,0.8%,

# Source: PubChem BioAssay
